Screening data as filed in PubChem.
Tau fluor counter = counter-screen for tau fibril formation inhibitors | tau K18 P301L Alexa594 fluorescence, heparin fibrillization | Potency, µM (titrated, usually from 57.7 µM), for inactives: at the highest dose activity change, negative = decrease | hit rate 0.93% among 280,000 | AID 1463; further: on the % scale 0 is the no-effect control and ±100 the full control effect; nearly all actives have a fitted effect of over 55% in size
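Human K18 P301L tau (15 uM unlabeled plus 0.24 uM Alexa 594-labeled, final) in 100 mM sodium acetate pH 7 was mixed with compound and 20 uM heparin and incubated 6 hr at 37 C.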
RECQ1 helicase = RECQ1 (human) helicase inhibition; hit rate 0.54% among 240,000; AID 2549; RECQ1 DNA unwinding, red fluorescence kinetic read; P46063; Potency, µM (titrated, usually from 57.3 µM), for inactives: top-dose activity, negative = inhibition, hits mostly inhibitors;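 further: plate controls were vehicle for no effect and no enzyme for full effect; nearly all actives have a fitted effect of over 30% in size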
Target sequence (P46063 whole entry, looked up): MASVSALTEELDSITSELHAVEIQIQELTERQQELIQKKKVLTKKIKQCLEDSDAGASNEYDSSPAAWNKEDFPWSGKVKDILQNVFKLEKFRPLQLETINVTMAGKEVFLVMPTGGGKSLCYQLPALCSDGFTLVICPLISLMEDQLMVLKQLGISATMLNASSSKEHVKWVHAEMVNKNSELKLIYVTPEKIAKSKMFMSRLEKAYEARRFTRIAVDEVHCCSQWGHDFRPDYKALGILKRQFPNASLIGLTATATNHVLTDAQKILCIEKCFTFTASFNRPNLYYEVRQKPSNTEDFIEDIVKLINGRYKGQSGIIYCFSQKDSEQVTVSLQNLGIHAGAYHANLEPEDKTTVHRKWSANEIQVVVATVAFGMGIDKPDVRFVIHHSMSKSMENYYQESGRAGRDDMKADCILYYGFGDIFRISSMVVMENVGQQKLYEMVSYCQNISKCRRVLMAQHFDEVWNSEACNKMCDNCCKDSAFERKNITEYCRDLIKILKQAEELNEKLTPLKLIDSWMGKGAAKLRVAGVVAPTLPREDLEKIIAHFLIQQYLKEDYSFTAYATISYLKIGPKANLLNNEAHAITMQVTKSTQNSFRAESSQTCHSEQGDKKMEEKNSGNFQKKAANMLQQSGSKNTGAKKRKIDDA
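RECQ1T1 50 nM; forked duplex (20 bp + 30-nt ss tails) 200 nM, ATP 2 mM final; pH 8.0, 2 mM MgCl2, 2.5 ug/ml poly(dI-dC); 15 min compound preincubation; discontinuous kinetic read over 2 h at RT.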
TR SRC2 fluor cs = Texas Red fluorescence interference in TRb-SRC2 counter-screen. TRb/SRC2 Texas Red total fluorescence interference. hit rate 0.29% among 280,000. Potency, µM (top dose mostly 106 µM), for the others: at the top dose fluorescence change, negative = quenching; active means well fitted curve in either direction with a large enough effect; inconclusive means small, poorly fitted or top-dose-only effect; further: on the % scale 0 is the no-effect control and ±100 the full control effect
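Human TRb ligand-binding domain at 0.6 uM with 20 nM Texas Red SRC2 peptide in Tris buffer containing 1 uM T3 and 5% DMSO, incubated with compound 5 h at ambient temperature. Total fluorescence (555/632 nm) calculated as parallel + 2 × perpendicular.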
Tau FP inhib = tau fibrillization inhibition (FP) | P10636 | K18 P301L tau heparin fibrillization, Alexa594 FP, 6 h | Potency, µM (titrated, usually from 57.7 µM), for inactives: top-dose activity, negative = inhibition, actives largely listed as inhibitors | hit rate 0.39% among 280,000 | AID 1468; further: on the % scale 0 is the no-effect control and ±100 the full control effect; nearly all actives have a fitted effect of over 55% in size
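Compound effects on tau fibrillization are measured by Alexa 594 fluorescence polarization (ex 555, em 632 nm). K18 P301L tau is used at 15 uM with 0.24 uM labeled tracer, and 20 uM heparin induces aggregation over 6 hr at 37 C.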
L3MBTL1 inh = inhibitors of human L3MBTL1; Q9Y468; AlphaScreen L3MBTL1–H3K9me1 peptide binding; Potency, µM (doses to about 57.1 µM), for inactives: at the highest dose activity, negative = inhibition, usual class: inhibitors; hit rate 0.66% among 230,000; AID 485360; further: on the % scale 0 is the no-effect control and ±100 the full control effect; nearly all actives have a fitted effect of over 60% in size
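L3MBTL1 (50 nM) pre-complexed 30 min with biotinylated H3(1-15)K9me1 peptide (75 nM), then compounds added for 30 min at room temperature; AlphaScreen streptavidin donor/nickel chelate acceptor beads (10 ug/mL final) read after 30 min dark incubation.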
TRb-SRC2 inh = TRbeta-SRC2 interaction inhibition; hit rate 0.065% among 280,000; Potency, µM (titrated, usually from 106 µM), inactives show at the top dose activity change, negative = inhibition, actives largely listed as inhibitors; TRbeta-SRC2 peptide binding, fluorescence polarization; receptor liganded with 1 µM T3;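 further: plate controls were bound peptide for no effect and peptide without receptor for full effect; nearly all actives have a fitted effect of over 50% in size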
Target sequence (P10828 whole entry, looked up): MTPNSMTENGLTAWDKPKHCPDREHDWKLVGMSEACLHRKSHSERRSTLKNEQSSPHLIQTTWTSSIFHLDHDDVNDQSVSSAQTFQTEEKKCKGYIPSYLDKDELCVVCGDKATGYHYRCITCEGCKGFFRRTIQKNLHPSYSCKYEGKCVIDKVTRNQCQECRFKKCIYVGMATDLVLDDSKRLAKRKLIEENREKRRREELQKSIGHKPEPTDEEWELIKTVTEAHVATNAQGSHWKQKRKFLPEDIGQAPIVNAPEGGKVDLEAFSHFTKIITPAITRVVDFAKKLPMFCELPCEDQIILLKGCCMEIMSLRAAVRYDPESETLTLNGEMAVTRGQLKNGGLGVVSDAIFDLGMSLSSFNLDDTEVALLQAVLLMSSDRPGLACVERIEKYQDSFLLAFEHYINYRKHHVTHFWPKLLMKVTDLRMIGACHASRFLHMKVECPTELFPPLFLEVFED
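TRb LBD 0.6 uM + Texas Red SRC2 peptide 20 nM, 1 uM T3, Tris buffer w/ 5% DMSO; compound pinned, 5 h RT; FP read ex 555/em 632; normalized to unbound and bound controls.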
Tau fibril ThT = tau fibrillization inhibition (ThT binding) | recombinant tau K18 P301L (four-repeat tau fragment), heparin-induced fibrillization, ThT fluorescence | Potency, µM (highest dose often 57.4 µM), inactives show at the top dose activity, negative = inhibition, usual class: inhibitors | hit rate 2.1% among 270,000; further: on the % scale 0 is the no-effect control and ±100 the full control effect; nearly all actives have a fitted effect of over 55% in size
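Tau K18 P301L fragment (15 uM unlabeled plus 0.24 uM Alexa 594-labeled) in 100 mM sodium acetate pH 7 with compound, fibrillization induced by 20 uM heparin for 6 hr at 37 C. Thioflavin T (30 uM) added, fluorescence read after 1 hr (ex 450, em 510 nm).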
HTT ATP protect = cytoprotection in Huntington HTT-Q103 PC12 cell model. hit rate 0.14% among 230,000. Potency, µM (series often up to 56.4 µM), without a hit: cytoprotection (ATP increase), usual class: activators. PC12 HTT-Q103 induced, cytoprotection, ATP luminescence, 40 h;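 further: % of control where 0% means no effect; nearly all actives have a fitted effect of over 45% in size; toxic huntingtin expression switched on by the ecdysone agonist tebufenozide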
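Stable PC12 Q103-GFP cells in serum-supplemented, phenol red-free DMEM; induction by tebufenozide at 100 nM final; compound dose series; cell viability quantified luminescently from ATP.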
* hit, by the source's call; i = inactive; ? = inconclusive; . = not tested or not shown; & = joins results of further samples; [ ] = another dose, or the depositor's remark. Unless noted, the call rests on the fitted dose curve; in most records, active means well fitted curve in the direction sought with a large enough effect; inconclusive means small, poorly fitted or top-dose-only effect, or another doubt; inactive means no such curve, though single readings can be large; an effect the other way counts as inactive or inconclusive. Potency means the concentration at half of the fitted maximal effect. Some of the compounds tested; rates above refer to the full screens.

Short forms: A = Tau fluor counter; B = RECQ1 helicase; C = TR SRC2 fluor cs; D = Tau FP inhib; E = L3MBTL1 inh; F = TRb-SRC2 inh; G = Tau fibril ThT; H = HTT ATP protect
O=C(O)C1C2C=CC3(CN(C/C=C/c4ccccc4)C(=O)C13)O2 (configuration not stated)
  A: -6%	B: -8%	C: 1%	D: 4%	E: -8%	F: -17%	G: -9%	H: -10%[10 µM]

CC(C)NC(=O)COc1ccc(S(=O)(=O)N2CCOCC2)cc1
  A: -3%	B: i	C: 0%	D: 1%	E: .	F: -4%	G: -4%	H: -6%

O=C1Nc2ccccc2Oc2cc(Oc3ccccc3)ccc21
  A: ?	B: .	C: -23%	D: 2%	E: ?	F: 1%	G: ?	H: .

CCOc1ccccc1N(C)C(=O)C1CCCN(c2ncnc3c2nc2n3CCCCC2)C1 (configuration not stated)
  A: 6%	B: .	C: 0%	D: 2%	E: .	F: -6%	G: 3%	H: .

Cc1cc(C)n(CC(=O)N/N=C/c2cccc([N+](=O)[O-])c2)n1
  A: 5%	B: i	C: -4%	D: 0%	E: 0%	F: -4%	G: 2%	H: .

NS(=O)(=O)c1ccc(CNC(=O)CC23CC4CC(CC(C4)C2)C3)cc1
  A: 2%	B: i	C: -2%	D: 2%	E: 4%	F: 2%	G: -4%	H: ?

COc1ccc2c(c1)cc1c(=O)n(CC(=O)NCc3ccco3)nc(C)n12
  A: 3%	B: .	C: -6%	D: -3%	E: .	F: 5%	G: 3%	H: .

Cc1ccccc1CSc1nnc(C)n1N
  A: -4%	B: -12%	C: -5%	D: -5%	E: .	F: -9%	G: -4%	H: 13%

O=C(N/N=C/c1ccc([N+](=O)[O-])cc1)c1cnccn1
  A: -6%	B: -17%	C: -2%	D: 8%	E: .	F: 3%	G: .	H: 24%[10 µM]

CCOC(=O)c1oc2ccc(S(=O)(=O)n3nc(-c4ccc(C)cc4)cc3N)cc2c1C
  A: ?	B: -4%	C: -1%&1%	D: ?	E: .	F: 4%&1%	G: 4%&-11%	H: 2%

N#Cc1ccccc1-n1c(N)c(C(=O)N2CCCC2)sc1=S
  A: -7%	B: -11%	C: 2%	D: -2%	E: -7%	F: -2%	G: -14%	H: -18%

O=C1N=C(N2CCOCC2)S/C1=C/c1cc2c(cc1[N+](=O)[O-])OCO2
  A: ?	B: 9%	C: ?	D: ?	E: -25%	F: ?	G: 18µM*	H: 0%[10 µM]

CC(=O)Nc1ccc2c(c1)nc(CCNC(=O)c1ccccc1)n2C
  A: -4%	B: -4%	C: 0%	D: -1%	E: -24%	F: -26%	G: 5%	H: -3%[10 µM]

Cc1ccc(S(=O)(=O)NCC(=O)OCC(=O)N(Cc2ccccc2)C(C)(C)C)cc1
  A: -1%	B: -2%	C: 3%	D: 0%	E: 0%	F: -7%	G: -2%	H: 13%[10 µM]

COc1ccc(NC(=O)Cn2c(=O)c3cc(Cl)ccc3n3nncc23)cc1
  A: -17%	B: .	C: 0.35µM*[quencher]	D: -3%	E: .	F: -23%[53 µM]	G: -7%	H: .

Fc1ccc(-c2nn(-c3ccccc3Cl)c3c2cnc2ccccc23)cc1
  A: -24%	B: .	C: 1%	D: -1%	E: .	F: 9%	G: -10%	H: .

COc1ccc(OC)c(NC(=O)c2ccc3c(Cl)c4c(nc3c2)CCCC4)c1
  A: -11%	B: .	C: 5%	D: -2%	E: .	F: 6%	G: ?	H: .

COc1cc(NS(=O)(=O)c2ccc(N/C=C(\C=O)c3nc4ccccc4o3)cc2)nc(OC)n1
  A: -9%	B: 2%	C: -4%	D: -5%	E: 6%	F: 7%	G: -16%	H: -11%[10 µM]

CCS(=O)(=O)N1CCN(c2ccc(C(=O)N3CCOCC3)cc2[N+](=O)[O-])CC1
  A: 6%	B: -1%	C: -4%	D: 5%	E: 6%	F: 0%	G: 6%	H: 15%[10 µM]

Cc1ccc(S(=O)(=O)CC(O)COc2ccc(C#N)cc2)cc1 (configuration not stated)
  A: 7%	B: 19%	C: -1%	D: 3%	E: 4%	F: -8%	G: 2%	H: -41%

Continuation.
Sequence of screens – Tau fluor counter | RECQ1 helicase | TR SRC2 fluor cs | Tau FP inhib | L3MBTL1 inh | TRb-SRC2 inh | Tau fibril ThT | HTT ATP protect
- OC(CCl)CCl
    . | -12% | -1% | . | . | -10% | . | ?
- COc1cc(NC(=O)c2cccc(COCC(F)(F)C(F)F)c2)cc(OC)c1OC
    -8% | -4% | 0% | 2% | 5% | -7% | -6% | 28%[10 µM]
- COc1cc2nc(Cl)nc(N3CCOCC3)c2cc1OC
    -3% | -2% | 0% | 7% | . | 3% | -9% | -37%
- COc1ccccc1NC(=O)CCS(=O)(=O)c1ccc2nc(C)sc2c1
    -9% | . | -1% | 5% | . | -5% | -5% | .
- Cc1c(Cl)cccc1NC(=O)CCN1CCCCCC1
    1% | -5% | -2% | 1% | . | -2% | -7% | -2%
- CCCN(Cc1cc2cc(OC)ccc2[nH]c1=O)C(=O)c1ccncc1
    4% | -2% | -5% | 6% | 38%[activator] | -5% | 5% | -12%
- COc1ccccc1NC(=O)C(NC(=O)OC(C)(C)C)C(C)OCc1ccccc1 (configuration not stated)
    -5% | -3% | 3% | -3% | 8% | 6% | -2% | -23%
- Cc1ccc(S(=O)(=O)NCC2CCC(C(=O)NCCCOC(C)C)CC2)cc1 (configuration not stated)
    -6%&-11% | 0% | -3%&-4% | -7%&-1% | 6% | 0%&-6% | -4%&-17% | .
- CCOc1cc(NS(=O)(=O)CC)c(OCC)cc1NC(=O)c1ccco1
    -9% | -6% | -11% | 5% | 1% | -5% | -1% | -8%
- CC(=O)N(c1ccc(C)cc1)C1C=CS(=O)(=O)C1 (configuration not stated)
    5% | 5% | -4% | -3% | -16% | -3% | 3% | -10%
- Cc1nn(C)cc1C(=O)Nc1c(C)nn(Cc2ccccc2Cl)c1C
    -4% | 0% | -1% | 14% | 0% | 1% | -11% | .
- Cc1ccc(CNC(=O)C2CCC(CNS(=O)(=O)c3ccc(C)cc3)CC2)cc1 (configuration not stated)
    4% | . | -3% | -9% | . | -4% | 8% | .
- O=C1CC(Cc2ccc(Cl)cc2)C(=O)N1c1ccccn1 (configuration not stated)
    0% | i | 1% | 0% | 2%[11.4 µM] | -8% | -7% | 2%
- CCOC(=O)c1cccc(NC(=O)c2ccco2)c1
    12% | -8% | 0% | 10% | 6% | -29% | 2% | -2%[10 µM]
- CC(C)c1ccc(-c2nc(N3CCCCCC3)nc3n[nH]c(N)c23)cc1
    -18% | -10% | -2% | 13% | . | -13% | -7% | 3%
- Cc1nc(NCC2CCCO2)[nH]c(=O)c1CCC(C)C (configuration not stated)
    -1% | i | 1% | 2% | -1% | -7% | -2% | -16%
- N#CCSc1nc2ccccc2c(=O)n1CC1CCCC1
    -25% | 9% | -2% | -6% | -2% | -1% | -10% | 9%[10 µM]
- O=S(=O)(c1ccccc1)c1nc(-c2ccccc2Cl)oc1NCCN1CCOCC1
    -17% | 0% | -2% | 5% | . | -4% | -8% | -21%
- COC(=O)c1ccc(COc2ccc(/C=C(\C#N)c3nc4ccccc4[nH]3)cc2OC)o1
    ? | ? | -17% | ? | 4% | 22% | ? | -14%
- CN1CCN(c2nc3c(c(=O)[nH]c(=O)n3C)n2CC(N)=O)CC1
    4% | 3% | 0% | -5% | -2% | -7% | -2% | -1%[10 µM]
- CCC(=O)N/C(N)=N/c1nc2ccccc2o1
    -11% | -19% | 2% | -4% | ? | 3% | -9% | -1%[10 µM]
- Cc1ccccc1CSc1cn(CC(=O)N2CCCCCC2)c2ccccc12
    -29% | . | -1% | 5% | . | -4% | ? | .
- O=c1[nH]c2ccc(NS(=O)(=O)c3ccc(Cl)cc3)cc2[nH]1
    -15% | -6% | 2% | 0% | -1% | 2% | ? | .
- COC(=O)c1sccc1NC(=O)CNC(=O)c1ccccc1
    -2% | -2% | -6% | -3% | 21% | -2% | 4% | -23%
- CCOC(=O)c1cc(NC(=O)/C=C\C(=O)O)ccc1Cl
    -7% | 24% | -5% | -1% | -20% | -6% | -2% | 5%[10 µM]
- O=C(COC(=O)c1ccccc1NC(=O)C1CC1)c1ccc2c(c1)OCCO2
    ? | i | -7% | -5% | 10% | 0% | ? | 21%[10 µM]
- COC1C(O)COC1/C=C/c1ccccc1 (configuration not stated)
    -11%[11.6 µM] | i[11.5 µM] | -3%[11.2 µM] | 2%[11.6 µM] | . | 0%[11.2 µM] | -12%[11.5 µM] | ?
- CCOc1ccc(NC(=O)c2c(NC(=O)Cc3ccccc3)sc3c2CCCCC3)cc1
    -17% | . | -22% | ? | . | -1% | 22µM* | .

Profiles from above.
`O=C(COC(=O)c1ccccc1NC(=O)C1CC1)c1ccc2c(c1)OCCO2` as listed: Tau fluor counter: ?; RECQ1 helicase: i; TR SRC2 fluor cs: -7%; Tau FP inhib: -5%; L3MBTL1 inh: 10%; TRb-SRC2 inh: 0%; Tau fibril ThT: ?; HTT ATP protect: 21%[10 µM]
`Cc1ccccc1CSc1cn(CC(=O)N2CCCCCC2)c2ccccc12` as listed: Tau fluor counter: -29%; RECQ1 helicase: .; TR SRC2 fluor cs: -1%; Tau FP inhib: 5%; L3MBTL1 inh: .; TRb-SRC2 inh: -4%; Tau fibril ThT: ?; HTT ATP protect: .
`CCOc1ccc(NC(=O)c2c(NC(=O)Cc3ccccc3)sc3c2CCCCC3)cc1` as listed: Tau fluor counter: -17%; RECQ1 helicase: .; TR SRC2 fluor cs: -22%; Tau FP inhib: ?; L3MBTL1 inh: .; TRb-SRC2 inh: -1%; Tau fibril ThT: 22µM*; HTT ATP protect: .

Molecules listed so far that have a thiophene ring, fused or not, in the order listed:
Sequence of screens – Tau fluor counter | RECQ1 helicase | TR SRC2 fluor cs | Tau FP inhib | L3MBTL1 inh | TRb-SRC2 inh | Tau fibril ThT | HTT ATP protect
- COC(=O)c1sccc1NC(=O)CNC(=O)c1ccccc1
    -2% | -2% | -6% | -3% | 21% | -2% | 4% | -23%
- CCOc1ccc(NC(=O)c2c(NC(=O)Cc3ccccc3)sc3c2CCCCC3)cc1
    -17% | . | -22% | ? | . | -1% | 22µM* | .
